# IkB signaling – IkB Signaling; ABC-DLBCL IkBa-CBG/CBR dual luciferase ratio, 4 h; response scale: scaled: untreated 0%, proteasome inhibitor 100%; 110,000 compounds, 0.04% hits; Potency, µM (series often up to 57.1 µM), for the others: at the highest dose IkBa stabilization activation; AID 445, 2006; active = well fitted curve in the direction sought with a large enough effect in the signal ratio, not every such curve was filed as active; inconclusive = small, poorly fitted or top-dose-only effect, or a change in a side signal; the % refers to the signal ratio;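 note: the direction sought is a rising ratio; 0% = basal untreated cells and 100% = reference inhibitor full response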
#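 Luminescence ratio of IκBα-fused green versus native red beetle luciferase in OCI-Ly3 cells, 4 h post-doxycycline with compound; red signal alone, scaled from basal (0%) to zero light (-100%), flagged nonspecific or cytotoxic effects.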
# Imprint erasure – qHTS Assay for Compounds that Induce Erasure of Genomic Imprints; 110,000 compounds, 0.02% hits; AID 1948, 2009; Potency, µM (series often up to 60.7 µM), for the others: at the highest dose activity change, positive = activation, actives largely listed as activators; mouse ES Peg3-LacZ reporter, beta-gal luminescence, 40 h;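 note: 0% = negative control wells on the plate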
#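 Imprint erasure is scored as LacZ activity from the silenced maternal Peg3 allele in feeder-free female ES cells cultured 40 h with LIF. Luminescence is normalized to in-plate negative controls and fitted to the Hill equation.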
# p53ts 39C tox – qHTS Screen for Compounds that Selectively Target Cancer Cells with p53 Mutations: Cytotoxicity of p53ts Cells at the Nonpermissive Temperature; H1299-p53A138V viability at 39C, ATP luminescence, 24 h; AID 902, 2007; Potency, µM (series often up to 46.1 µM), without a hit: top-dose activity change, negative = cell killing, actives largely listed as cytotoxic; 130,000 compounds, 1.5% hits; note: nearly all actives have a fitted effect of over 55% in size
# p53ts 32C kill – qHTS Screen for Compounds that Selectively Target Cancer Cells with p53 Mutations: Cytotoxicity of p53ts Cells at the Permissive Temperature. 130,000 compounds, 0.93% hits. H1299-p53A138V at 32C, ATP luminescence viability, 24 h. Potency, µM (titrated, usually from 46.1 µM), inactives show at the top dose activity change, negative = cytotoxicity, hits mostly cytotoxic;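 note: 0% = DMSO and -100% = full killing by reference compound; nearly all actives have a fitted effect of over 55% in size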
#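 Cells: H1299 p53ts (A138V), 600/well, pre-incubated 16–30 h at 37C. Cpd up to 46 uM, 24 h, 32C. Readout: ATPlite luminescence, 20 min RT. Normalization: DMSO vs tamoxifen 100 uM. AC50 by Hill equation.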
# * = called active by the depositor; ? = inconclusive; · = no result given; & = joins results of further samples; [ ] = another dose, or the depositor's remark. Unless noted, calls come from the whole dose curve; as a rule, active = well fitted curve in the direction sought with a large enough effect; inconclusive = small, poorly fitted or top-dose-only effect, or another doubt; inactive = no such curve, though single readings can be large; an effect the other way counts as inactive or inconclusive. Unless noted, % is set by controls: 0 for no effect and ±100 for the full control effect; potency is the fitted concentration of half-maximal effect.
item	compound	IkB signaling	p53ts 39C tox	p53ts 32C kill	Imprint erasure
1	CC(C)c1ccc(Nc2cc(C(=O)NCCCN(C)Cc3ccccc3)c3ccccc3n2)cc1	0.5%	?	?	-14%[10.9 µM]
2	O=C(O)c1ccc(NC(=O)c2cccs2)cc1	4.1%	1%	-6%	-82%[inhibitor]
3	O=C(NCc1ccccc1)C1CCCN(S(=O)(=O)c2cccc3nsnc23)C1 (configuration not stated)	?	9%	5%	8%[10.9 µM]
4	COc1cccc(-n2c(SCC(=O)NCCc3ccccc3)nnc2-c2ccoc2C)c1	5.0%	-6%	1%	-15%
5	Cc1cccc(N2CCN(C(=O)c3ccc(Cl)c(S(=O)(=O)NCc4ccco4)c3)CC2)c1C	?	-8%	12%	-26%
6	CCCNC(=O)Cn1c(=O)n(CC2CCC(C(=O)NC)CC2)c(=O)c2sccc21 (configuration not stated)	-0.6%	-21%	0%	-9%[10.9 µM]
7	CC(=O)OCC(=O)Nc1ccc(Cl)cc1Cl	0.1%	-5%	1%	1%
8	Cc1cccc(NC(=O)C2CCCN2S(=O)(=O)c2ccc3nc(-c4ccccc4)[nH]c3c2)c1 (configuration not stated)	?	-22%	10%	-12%[10.9 µM]
9	C[C@@H]1/C=C\CC(=O)OC[C@H](C)C(=O)N[C@@H](C)C(=O)OC1	·	4%[9.22 µM]	7%[9.22 µM]	·
10	CCc1ccc(NC(=O)c2sc(-n3nc(C)c(Cc4ccc5c(c4)OCO5)c3C)nc2C)cc1	-0.1%	-20%	3%	-13%[10.9 µM]
11	CC(=O)Nc1cccc(-c2csc(NCc3ccco3)n2)c1	-2.6%	-7%	3%	-14%
12	COc1ccc(NC(=O)N2CC3(CCN(C(=O)c4ccco4)CC3)C2)cc1	-0.6%[11.4 µM]	13%	-3%	·
13	COC(=O)c1c(NC(=O)Cc2cccs2)sc(C(=O)N2CCCCC2)c1C	3.9%	-13%	-8%	-10%
14	Cc1nnc2n1NC(c1ccc(Cl)cc1)C(C(=O)N(C)C1CCCCC1)S2 (configuration not stated)	1.2%	3%	-2%	-4%
15	CCOCCCn1c(=NC(C)=O)c(C(=O)OCC)cc2c(=O)n3ccccc3nc21	-1.0%	11%	-1%	-5%
16	O=C(NCC1CCCO1)c1ccccn1 (configuration not stated)	-0.8%	11%	0%	-15%
17	COc1cc(OC)c(OC)cc1/C=C/c1nc2cc3ccccc3cc2c(=O)n1-c1ccccc1Br	?	?	6%	-11%[10.9 µM]
18	CCOC(=O)c1cnc2c(C)c(Cl)ccc2c1Nc1ccc(N2CCOCC2)cc1	?	-6%	-6%	-14%[10.9 µM]
19	Cc1cc(=O)n2c(C)n[nH]c2n1	-0.3%	-16%	-4%	-6%
20	COc1nnc(-c2ccc(N3CCCCC3)c(NC(=O)c3ccc(Cl)cc3)c2)c2ccccc12	?	1%	5%	-17%[10.9 µM]
21	COc1ccccc1N1CCN(C(=O)Cn2c(=O)nc(-c3ccccc3)c3ccccc32)CC1	?	-9%	3%	-6%[10.9 µM]
22	CCCC(O)C(CC)CO (configuration not stated)	1.2%	-13%	3%[1.84 µM]	-6%
23	O=C(CSc1nnc(NC2CCCCC2)s1)NC1CCS(=O)(=O)C1 (configuration not stated)	0.5%	-5%	5%	?
24	CC1Cc2nc(SCC(=O)Nc3nccs3)n(Cc3ccccc3)c(=O)c2S1 (configuration not stated)	-0.3%	12%	-3%	-31%
25	Cc1ccc(-n2c(SCC(=O)Nc3ccc4c(c3)OCCO4)nc3c([nH]c4ccccc43)c2=O)cc1	-3.5%	-12%	-1%	-8%[10.9 µM]
26	CC(C)COc1ccc(C(=O)Nc2cccc(-c3nc4ccccc4[nH]3)c2)cc1	?	-23%	-4%	-11%[10.9 µM]
27	Cc1cc(C2C(=O)CC(=O)CC2c2ccccc2)on1 (configuration not stated)	-0.3%	19%	-6%	·
28	Clc1ccc(-c2noc3ncnc(NCCc4ccccc4)c23)cc1	0.0%	-5%	1%	-3%[10.9 µM]
29	CCc1ccccc1-n1c(N)c(C(=O)OC)c2nc3ccccc3nc21	-2.3%	9%	12%	-4%[10.9 µM]
30	CN1CCN(c2oc(-c3ccc(COc4ccc(Cl)cc4)o3)nc2C#N)CC1	?	-24%	5%	-19%[10.9 µM]
31	O=C(CSCc1cnn(-c2ccccc2)c1-n1cccc1)NCc1ccccc1F	6.8%	-6%	-1%	-12%[10.9 µM]
32	Cc1ccc(S(=O)(=O)c2c(Nc3ccc(C)c(C)c3)sc(C(=O)c3ccc4c(c3)OCO4)c2N)cc1	2.9%	-3%	-4%	-9%[10.9 µM]
33	CCOC(=O)CSc1nnc(CNC(=O)c2ccco2)n1-c1ccc(F)cc1	1.9%	4%	-12%	11%
34	Cc1ccc(C(=O)Nc2ccccc2F)cc1S(=O)(=O)N1CCOCC1	-0.2%	4%	1%	-8%[10.9 µM]
35	CCOc1ccccc1N(CC(=O)N1CCOCC1)S(=O)(=O)c1ccccc1	-3.3%	8%	4%	-13%
36	COc1ccc(NC(=O)C2CCCN(S(=O)(=O)c3ccc4c(c3)CCCC(=O)N4)C2)cc1OC (configuration not stated)	?	12%	-2%	-2%[10.9 µM]
37	O=C(Cn1c(=O)c2ccccc2n(CC(=O)Nc2ccc(F)cc2F)c1=O)NCCc1ccccc1	?	-1%	8%	3%[10.9 µM]
38	COc1cc2c(cc1OC)C1(CCCC1)CNC2C (configuration not stated)	-2.2%	7%	0%	·
39	COc1cccc(-c2cc(C(=O)NCc3ccccc3)[nH]n2)c1	?	4%	-1%	-12%[10.9 µM]
40	Cc1ccccc1-c1cc(N2CCN(C)CC2)ncn1	0.0%[11.4 µM]	3%	-1%	0%
41	CCc1ccc(NC(=O)CCn2c(-c3ccc(OC)cc3)cc(C(C)=O)c2C)cc1	2.2%	-21%	-3%	-11%[10.9 µM]
42	COc1ccc2c(c1)cc1c(=O)n(CC(=O)NC(C)C)nc(C)n12	1.2%	16%	-2%	-8%[10.9 µM]
43	CCCCCOC(=O)Cn1c(SCC(=O)Nc2ccccc2)nc2c1c(=O)[nH]c(=O)n2C	3.8%	0%	-8%	-5%
44	O=C(OCCNC(=O)c1ccc2ccccc2n1)c1cccnc1	4.3%	-6%	3%	-9%
45	CCC(=O)NCCc1nc2cc(NC(=O)c3cccc(Br)c3)ccc2n1C	17%	10µM*	13µM*	-22%[10.9 µM]
46	CCOCCCNCC(=O)Nc1ccccc1N1CCOCC1	0.3%	-11%	3%	-8%
47	CC(C)(C)c1ccccc1NC(=O)c1ccco1	-1.0%	-4%	-3%	1%
48	CN(C(=O)Cc1ccccc1)n1cnnc1	·	15%	3%	·
49	O=C(COC(=O)C1CC(=O)N(c2ccc3c(c2)OCCO3)C1)Nc1ccc2c(c1)CCC2 (configuration not stated)	0.1%	-5%	-3%	-4%
50	Cc1ccccc1Cn1c(=O)n(Cc2ccco2)c(=O)c2sc3ccccc3c21	2.1%	0%	7%	13%[10.9 µM]
51	Cc1cc(C)c(S(=O)(=O)NCC(c2ccco2)S(=O)(=O)c2cccs2)c(C)c1 (configuration not stated)	?	-4%	5%	-9%[10.9 µM]
52	CCCN(CCC)CCc1cccc2c1CC(=O)N2	8.0%	5%&18%	-4%&0%	-5%&-12%
53	CC(C)CCn1cnc2c([nH]c3cccc(Cl)c32)c1=O	-0.8%	-14%	7%	1%
54	COc1ccc(C)cc1NS(=O)(=O)c1cccc2nonc12	3.1%	0%	-8%	-9%
55	O=C1[C@H]2[C@H]3[C@H](O)[C@H](O)C/C(=N/OC[C@@H](O)COCc4ccco4)[C@H]3CC[C@@H]2C(=O)N1C[C@@H]1CCCO1	·	5%[9.22 µM]	4%[9.22 µM]	·
56	Cc1cc(C)n2nc(SCC(=O)NCc3ccco3)nc2n1	-0.2%	4%	4%	7%
57	COc1ccc2oc(C(=O)CCC(=O)O)c(N)c2c1	12%	-3%	-8%	-17%
58	CCOc1ccccc1-c1noc(CSc2nnc(-c3ccccc3)n2-c2cccc(C)c2)n1	?	-15%	20%	13%[10.9 µM]
59	CCCN1C2CCCC1CC(NC(=O)c1ccccc1)C2 (configuration not stated)	0.1%	8%	-3%	-7%
60	CCc1cccc(NC(=O)c2ccc3c(c2)N(Cc2cccc(Cl)c2)C(=O)c2ccccc2S3=O)c1 (configuration not stated)	?	5%	0%	-21%[10.9 µM]

# Additional compounds.
item	compound	IkB signaling	p53ts 39C tox	p53ts 32C kill	Imprint erasure
61	Cn1nc(CC(=O)Nc2ncc(Br)s2)c2ccccc2c1=O	-1.9%	-5%	9%	-13%
62	O=C(CN1C(=O)C(=O)c2ccccc21)NC1CCCCC1	·	0%	-8%	·
63	Cc1ccc(CN2CCSc3ccc(C(=O)N4CCN(c5cc(C)ccc5C)CC4)cc32)cc1	?	-3%	1%	-17%[10.9 µM]
64	Cc1ccccc1NC(=O)CNc1ccccc1N1CCCCC1	?	-4%	12%	-11%
65	COc1ccc(Cn2cccc(NC(=O)Nc3ccc(C#N)cc3)c2=O)cc1	1.0%	-12%	-4%	-12%
66	O=C(NCc1ccc(F)cc1)C(c1cccs1)N(C(=O)c1csnn1)C1CC1 (configuration not stated)	0.5%	5%	3%	-15%
67	CCOC(=O)CNc1nc(C(C)(C)C)nc2c1nnn2Cc1ccccc1Cl	1.3%	3%	-8%	-17%
68	COc1ccc(-c2c3c(=O)n(C)c(=O)n(C)c3cn2-c2cccc(OC)c2)cc1	-0.9%	11%	7%	-11%
69	COc1ccc(C(=O)N2CCC3(CCCN(Cc4cc(C(F)(F)F)cc(C(F)(F)F)c4)C3)CC2)cc1	9.5%[11.4 µM]	-12%	-4%	·
70	Cc1ccccc1-c1nc(SCC(=O)NCC2CCCO2)c2c(=O)n(C)c(=O)n(C)c2n1 (configuration not stated)	?	-7%	5%	-8%[10.9 µM]
71	Cc1ccc(CNC(=O)C2C3C=CC(C3)C2C(=O)O)cc1 (configuration not stated)	1.3%	-7%	0%	-8%
72	COc1cccc(C(=O)NCc2cn3ccsc3n2)c1	0.7%	6%	1%	-4%
73	Cc1cccc2c1Oc1ccccc1[C@@H]2NC(=O)c1ccc([N+](=O)[O-])cc1	1.8%[11.4 µM]	10%[9.22 µM]	7%[9.22 µM]	11%[10.9 µM]
74	CCc1ccc(O)c(N=Cc2cccc(C)c2O)c1	?	11%	-4%	-5%
75	c1ccc(OCCCc2nc(-c3ccccn3)no2)cc1	3.4%	-4%	-4%	-18%

# Ten successive entries already listed:
item	compound	IkB signaling	p53ts 39C tox	p53ts 32C kill	Imprint erasure
66	O=C(NCc1ccc(F)cc1)C(c1cccs1)N(C(=O)c1csnn1)C1CC1 (configuration not stated)	0.5%	5%	3%	-15%
67	CCOC(=O)CNc1nc(C(C)(C)C)nc2c1nnn2Cc1ccccc1Cl	1.3%	3%	-8%	-17%
68	COc1ccc(-c2c3c(=O)n(C)c(=O)n(C)c3cn2-c2cccc(OC)c2)cc1	-0.9%	11%	7%	-11%
69	COc1ccc(C(=O)N2CCC3(CCCN(Cc4cc(C(F)(F)F)cc(C(F)(F)F)c4)C3)CC2)cc1	9.5%[11.4 µM]	-12%	-4%	·
70	Cc1ccccc1-c1nc(SCC(=O)NCC2CCCO2)c2c(=O)n(C)c(=O)n(C)c2n1 (configuration not stated)	?	-7%	5%	-8%[10.9 µM]
71	Cc1ccc(CNC(=O)C2C3C=CC(C3)C2C(=O)O)cc1 (configuration not stated)	1.3%	-7%	0%	-8%
72	COc1cccc(C(=O)NCc2cn3ccsc3n2)c1	0.7%	6%	1%	-4%
73	Cc1cccc2c1Oc1ccccc1[C@@H]2NC(=O)c1ccc([N+](=O)[O-])cc1	1.8%[11.4 µM]	10%[9.22 µM]	7%[9.22 µM]	11%[10.9 µM]
74	CCc1ccc(O)c(N=Cc2cccc(C)c2O)c1	?	11%	-4%	-5%
75	c1ccc(OCCCc2nc(-c3ccccn3)no2)cc1	3.4%	-4%	-4%	-18%
